# SENP1 FRET inh = SENP1 (human) catalytic domain inhibition. recombinant SENP1 catalytic domain, CyPet-SUMO1-YPet FRET cleavage. inhibition, % at 10 µM. AID 624204. hit rate 0.21% among 360,000. Q9P0U3;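 active means inhibition at least 30% at 10 µM, raw YFP signal under a set limit, fluorescence ratio 0.5 to 1.5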;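 further: 0% = enzyme with DMSO and 100% = no enzyme wells; some results filed as inactive read as strong as hits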
#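 Test system: hSENP1 catalytic domain, recombinant; Amount: 20 pM final SENP1 enzyme; Medium: Tris pH 8 buffer plus EDTA, NaCl, BME, BSA, NP40, catalase; Schedule: 50 min enzyme reaction, room temperature, light-protected; Technique: FRET fluorescence in CFP and YFP emission channels; Controls: no-enzyme wells low, DMSO-plus-enzyme wells high control.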
# SENP6 block = blocks the human protease SENP6 | Q9GZR1 | Recombinant SENP6 catalytic domain, aminoluciferin luminescence | inhibition, % at 10 µM | hit rate 1.8% among 330,000;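 active means inhibition above about 50% at the single tested dose, limit read from the data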;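 further: plate controls were DMSO wells with enzyme for no effect and DMSO wells lacking enzyme for full effect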
# HKDC1 inh = blocks human hexokinase HKDC1 activity; Q2TB90; recombinant HKDC1, G6PDH/diaphorase resazurin coupled fluorescence; inhibition, % at 20 µM; hit rate 0.16% among 340,000;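 active means inhibition above about 35% when tested at 20 µM, limit read from the data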;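 further: plate controls were DMSO wells with enzyme for no effect and DMSO wells lacking enzyme for full effect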
#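 test system = in-house recombinant HK5 (HKDC1) enzyme | amount = HKDC1 at 5 µg/mL | control set = DMSO-enzyme wells negative, buffer-substituted wells positive | compound = one dose of 20 µM, 1% DMSO | schedule = reaction time 90 min, room temperature, protected from light | technique = resorufin fluorescence at 613 nm | reagent = glucose with 1 mM ATP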
# Apaf1 inhib = blocks human Apaf-1 apoptosome activity. reconstituted apoptosome caspase-3 activity, DEVD-Rh110 fluorescence. inhibition, % at 20 µM. hit rate 0.71% among 330,000; active means inhibition of at least 40% at 20 µM;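 further: plate controls were DMSO wells for no effect and DEVD-CHO caspase inhibitor wells for full effect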
# Target sequence (O14727 whole entry, looked up): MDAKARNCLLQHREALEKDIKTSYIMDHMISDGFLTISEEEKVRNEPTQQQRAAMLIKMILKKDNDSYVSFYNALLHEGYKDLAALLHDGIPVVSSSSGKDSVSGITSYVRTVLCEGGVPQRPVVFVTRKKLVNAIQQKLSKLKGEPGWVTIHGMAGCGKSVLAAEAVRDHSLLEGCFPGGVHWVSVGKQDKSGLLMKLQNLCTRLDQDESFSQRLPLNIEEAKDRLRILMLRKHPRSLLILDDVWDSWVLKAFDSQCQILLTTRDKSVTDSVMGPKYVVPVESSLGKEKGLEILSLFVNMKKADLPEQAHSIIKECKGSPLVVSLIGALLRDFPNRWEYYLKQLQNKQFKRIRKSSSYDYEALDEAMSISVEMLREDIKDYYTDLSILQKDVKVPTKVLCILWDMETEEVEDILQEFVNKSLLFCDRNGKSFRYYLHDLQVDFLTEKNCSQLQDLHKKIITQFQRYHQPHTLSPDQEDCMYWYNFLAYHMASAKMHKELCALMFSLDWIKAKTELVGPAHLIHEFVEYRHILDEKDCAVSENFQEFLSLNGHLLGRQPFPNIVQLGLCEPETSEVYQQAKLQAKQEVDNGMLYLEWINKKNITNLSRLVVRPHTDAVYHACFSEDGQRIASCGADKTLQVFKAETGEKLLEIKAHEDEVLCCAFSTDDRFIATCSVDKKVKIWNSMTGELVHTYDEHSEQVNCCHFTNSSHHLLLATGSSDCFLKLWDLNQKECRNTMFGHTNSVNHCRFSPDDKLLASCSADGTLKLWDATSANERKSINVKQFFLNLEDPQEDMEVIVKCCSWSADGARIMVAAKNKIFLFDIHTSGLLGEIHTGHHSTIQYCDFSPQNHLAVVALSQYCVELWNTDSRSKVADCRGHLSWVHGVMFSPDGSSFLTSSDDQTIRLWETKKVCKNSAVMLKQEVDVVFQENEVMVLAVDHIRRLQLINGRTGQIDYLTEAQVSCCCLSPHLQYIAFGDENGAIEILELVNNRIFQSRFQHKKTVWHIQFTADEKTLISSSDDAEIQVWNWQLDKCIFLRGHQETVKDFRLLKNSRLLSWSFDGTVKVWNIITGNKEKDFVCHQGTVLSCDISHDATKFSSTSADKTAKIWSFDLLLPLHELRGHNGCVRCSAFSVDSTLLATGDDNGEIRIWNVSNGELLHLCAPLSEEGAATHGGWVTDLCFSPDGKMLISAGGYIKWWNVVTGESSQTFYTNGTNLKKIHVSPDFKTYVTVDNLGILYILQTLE
#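 Material: biochemical Apaf-1 apoptosome reconstitution. Medium: Hepes buffer, pH 7.5. Also added: cytochrome c activation, bis-DEVD rhodamine 110 substrate. Timing: 30 min compound preincubation, 50 min activation, room temperature. Measured by: rhodamine 110 fluorescence at Ex 480/Em 540 nm.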
# SENP8 block-1 = SENP8 (human) protease inhibition; inhibition, % at 20 µM; Q96LD8; AID 602440; hit rate 0.64% among 360,000; recombinant SENP8, Nedd8 substrate fluorescence; in the data active means inhibition mostly above about 40%, no sharp cut-off; inactive means mostly below about 27%
# SENP7 block = blocks the human protease SENP7 | hit rate 1.5% among 330,000 | recombinant SENP7, Z-RLRGG-aminoluciferin luminescence, 40 min | inhibition, % at 5 µM | AID 434973 | Q9BQF6;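 active means inhibition above about 50% at the single test dose, limit read from the data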;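 further: plate controls were DMSO with enzyme for no effect and no enzyme buffer wells for full effect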
# SENP8 block-2 = blocks the human protease SENP8; AID 2540; inhibition, % at 10 µM; Q96LD8; purified SENP8, Z-RLRGG-aminoluciferin cleavage, luminescence; hit rate 1.2% among 330,000; in the data active means inhibition above about 50%
# PfG6PD inh = PfG6PD (Plasmodium falciparum) enzyme inhibition; PfGluPho enzyme, NADPH resazurin-diaphorase fluorescence; inhibition, % at 20 µM; hit rate 0.78% among 350,000;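 active means inhibition reaching at least a set limit at 20 µM in the primary screen, cut at about 59% in these data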;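 further: 0% = DMSO wells with substrate and 100% = DMSO wells lacking glucose-6-phosphate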
# * marks the source's active call; other numbers are inactive results; . = not tested or not shown.
SMILES,SENP1 FRET inh,SENP6 block,HKDC1 inh,Apaf1 inhib,SENP8 block-1,SENP7 block,SENP8 block-2,PfG6PD inh
Cc1ccc(S(=O)(=O)N2CCN(C(=O)COC(=O)COc3ccc(Cl)c(C)c3)CC2)c(C)c1,0,.,-3,.,2,.,.,-3
CCC(NC(=O)Cc1c(C)c2c(cc(C)c3c(C)c(C)oc32)oc1=O)C(=O)O (stereo not drawn),0,11,4,3,-302,1,0,-10
CN1C(=O)NC(c2ccc(O)cc2)C2=C1CN(c1ccc(O)cc1)C2=O (stereo not drawn),1,-1,16,-2,-2,5,-2,-5
O=c1c2ccccc2nnn1CSc1nnc2sc3ccccc3n12,.,44,.,10,.,36,7,.
O=C(Nc1nc2ccc(SC(F)F)cc2s1)c1ccc2c(c1)S(=O)(=O)c1ccccc1C2=O,.,-22,.,0,.,-4,-7,.
O=C(CCN1C(=O)c2ccccc2S1(=O)=O)Nc1ccc(C(=O)O)cc1,3,5,-5,0,0,3,-2,-4
NNC(=O)[C@H](Cc1ccccc1)NC(=O)Nc1ccc2c(c1)OCCO2,-2,-11,0,8,22,0,-2,-1
COc1cccc(C(O)C2OC(=O)c3ccccc32)c1OC (stereo not drawn),0,-18,-5,2,17,-8,-12,-8
O=C(CN1C(=O)CSC1=O)Nc1ccc(N2CCOCC2)cc1,-9,-25,2,6,30,-8,-12,5
CCCC(=O)NC(C)c1nc2ccccc2[nH]1 (stereo not drawn),-1,-6,-3,11,11,-5,-9,10
Cc1cccc(N2CCN(C(=O)c3ccc(N4CCCC4=O)cc3)CC2C)c1 (stereo not drawn),3,-18,-1,16,19,4,-3,19
CCn1c(CNS(=O)(=O)c2ccc(Br)cc2)nnc1SC,0,19,-1,16,11,-2,3,5
Cc1ccc(-c2nc(NCCCO)c3ccccc3n2)cc1,-3,2,-1,0,-67,4,13,6
O=C1CC(c2ccccc2)Sc2ccccc2N1 (stereo not drawn),5,-11,1,1,1,-11,1,17
COc1ccc(NC(=O)CCCSc2ccccc2)cc1S(N)(=O)=O,-2,-34,0,1,8,-13,1,7
CCC(=O)Nc1ccc(C(=O)Nc2c[nH]c(=O)[nH]c2=O)cc1,-4,-4,-8,-5,-1,3,1,1
CC1CCCC(NC(=O)c2ccncc2)C1C (stereo not drawn),1,10,-9,2,13,4,4,3
CCC1=C2CC[C@H]3C(=O)N(CC)C(=O)[C@H]3[C@H]2[C@@]2(Cc3ccccc3)C(=NCc3ccccc3)OC(=O)N2C1=O,1,8,-2,3,4,-2,1,-9
C=CCN(c1ccccc1)S(=O)(=O)c1cccc(C(=O)Nc2ncccc2O)c1,1,-7,0,10,5,1,3,-3
CC(=O)NCCNc1nc2c(-c3ccccc3)nnn2c2ccccc12,-61,11,11,17,-298,5,7,22
O=C(Nc1ccc(Cl)c(S(=O)(=O)N2CCOCC2)c1)c1cc2ccccc2oc1=O,-1,14,-5,8,22,21,-10,9
Cc1cccc(NC(=S)N2CCN(c3ccccc3)CC2)c1,6,-22,-10,5,13,9,-2,-2
Cc1cccc(C(=O)O/N=C/c2c(N3CCOCC3)n(C)c3ccccc23)c1,.,0,.,6,.,0,-4,.
Cc1nc(-c2ccccc2)sc1C(=O)Nc1ccccc1F,1,10,-2,4,13,2,3,-3
Cc1ccccc1NC(=O)CSc1nc2n(n1)CCCCC2,1,10,-13,-2,1,2,1,-20
CCN(CC)c1nc(N)c2c(N)nc(OC)cc2c1C#N,-43,76*,19,46*,-487,41,51*,31
CCOC(=O)Nc1sc(NS(=O)(=O)c2ccc(C)cc2)nc1C,-2,-9,-7,-20,0,-8,3,-33
Cc1cc(C)c[n+](C(C)C(=O)c2ccc(Cl)cc2)c1 (stereo not drawn),2,-2,-2,-7,11,11,-10,-10
C=C(C)c1nc(Oc2ccccc2)nc(Oc2ccccc2)n1,1,.,6,.,13,.,.,17
CC(C)C(O)(c1ccccc1)C(CN1CCOCC1)c1ccccc1 (stereo not drawn),-1,7,-3,8,12,6,3,10
CCCCCC1CC(CC(C)C(=O)Nc2nncs2)C(=O)O1 (stereo not drawn),1,18,-2,0,12,2,4,-4
COCCn1cc(C(=O)c2cc(Br)ccc2O)cc(C#N)c1=O,-7,-7,-5,2,10,1,3,5
CCOC(=O)c1c(N)sc(C(O)(C(F)(F)F)C(F)(F)F)c1-c1ccccc1,1,-10,5,11,13,-5,-3,34
CCc1ccc(NC(=O)c2ccc3c(=O)n4c(nc3c2)CCCCC4)cc1,1,-18,-5,-4,25,5,-6,6
Cc1cc(-c2cccnc2)c(C#N)c(SCc2cccc(F)c2)n1,2,-16,5,3,10,5,2,20
O=C(Nc1ccccc1)C(=O)c1c[nH]c2ccccc12,1,93*,-7,4,2,97*,89*,10
CCn1cc(CNC(=O)C2CCC(=O)N(CCc3cccc(F)c3)C2)cn1 (stereo not drawn),2,-20,-3,-19,4,-1,-9,-7
C=CCCC(=O)Nc1ccc(COC(=O)N2CCOCC2)cc1,0,-24,-7,-6,17,-6,-1,5
Cc1ccc(N(Cc2ccc([N+](=O)[O-])cc2)C(=O)c2ccco2)cc1C,-1,-11,-3,12,18,9,-2,-6
COc1ccc(C(=O)OC(C)C(=O)NC(C)CCc2ccccc2)cc1OC (stereo not drawn),2,-8,-2,-1,9,6,7,-13

# Gathered by group, those above containing a COOH group (2)
SMILES,SENP1 FRET inh,SENP6 block,HKDC1 inh,Apaf1 inhib,SENP8 block-1,SENP7 block,SENP8 block-2,PfG6PD inh
CCC(NC(=O)Cc1c(C)c2c(cc(C)c3c(C)c(C)oc32)oc1=O)C(=O)O (stereo not drawn),0,11,4,3,-302,1,0,-10
O=C(CCN1C(=O)c2ccccc2S1(=O)=O)Nc1ccc(C(=O)O)cc1,3,5,-5,0,0,3,-2,-4

# Some of these compounds in order of count of non-hydrogen atoms, high to low:
SMILES,SENP1 FRET inh,SENP6 block,HKDC1 inh,Apaf1 inhib,SENP8 block-1,SENP7 block,SENP8 block-2,PfG6PD inh
CCOC(=O)c1c(N)sc(C(O)(C(F)(F)F)C(F)(F)F)c1-c1ccccc1,1,-10,5,11,13,-5,-3,34
CCN(CC)c1nc(N)c2c(N)nc(OC)cc2c1C#N,-43,76*,19,46*,-487,41,51*,31
O=C(Nc1ccccc1)C(=O)c1c[nH]c2ccccc12,1,93*,-7,4,2,97*,89*,10
Cc1cc(C)c[n+](C(C)C(=O)c2ccc(Cl)cc2)c1 (stereo not drawn),2,-2,-2,-7,11,11,-10,-10

# (next part)
SMILES,SENP1 FRET inh,SENP6 block,HKDC1 inh,Apaf1 inhib,SENP8 block-1,SENP7 block,SENP8 block-2,PfG6PD inh
O=C(c1ccc(Cl)cc1)N1CCN(c2cccc3[nH]ccc23)CC1,-1,-23,5,4,12,-1,2,5
COC(=O)NNC(=S)NCc1ccccc1,1,-16,-6,-1,7,0,-6,-9
CCOC(=O)c1oc2ccc3c(c2c1C)C(=O)CC1(CCN(C(=O)OCC)CC1)O3,-1,-16,-8,33,-27,10,9,6
Cc1ccc(-n2c(SCC(=O)N3CCN(c4ccccn4)CC3)nnc2N2CCCC2)cc1,2,-4,1,-3,-14,2,6,8
Cc1cccc(NC(=O)CSc2ccc(-c3ccco3)nn2)c1,5,-18,0,-10,4,-11,-5,15
Cc1ccc(C2C(C#N)=C(N)Oc3c2oc(CO)cc3=O)o1 (stereo not drawn),7,24,-2,19,15,-11,0,1
Cc1ccc(-c2csc3nc(C)n(-n4cccc4)c(=O)c23)o1,0,21,-3,0,-62,7,-3,7
CCN(C(=O)CSc1nnnn1-c1cc(C)ccc1OC)C1CCS(=O)(=O)C1 (stereo not drawn),4,-26,8,6,18,4,-5,7
N/C(=N\OC(=O)c1ccc2c(c1)OCO2)c1cccc(Br)c1,-1,95*,-2,12,-1,98*,96*,19
CCOc1cccc(C(=O)NC2=NCCS2)c1,1,2,-7,-4,8,-11,-13,3
CCOc1ccccc1C1NC(=O)NC(C)=C1C(=O)OCc1ccco1 (stereo not drawn),-6,8,6,2,-1,0,4,8
CCCCn1c(NCCO)nc2ccccc21,-1,-2,-1,-4,9,0,11,-10
COc1cc(C(C(=O)NC(C)(C)C)N(Cc2ccc3c(c2)OCO3)C(=O)c2cnccn2)cc(OC)c1OC (stereo not drawn),-3,-3,-1,-2,18,-1,3,-21
Cn1c(=O)c(-c2ccccc2)c(O)c2ccccc21,1,5,2,-3,-292,7,-1,-3
COc1ccc([C@@H]2[C@@H]3C(=O)N(C(C)(C)C)C(=O)[C@@H]3[C@]3(CC(C)C)C(=O)N(c4ccccc4)C(=O)N23)cc1,0,-20,0,11,20,15,-7,1
Cc1ccccc1-n1nc(C)c2c1N=C1C(Cl)=CC(Cl)=CN1C2c1ccc(C(=O)O)cc1 (stereo not drawn),6,8,9,-9,22,5,-2,31
Cc1ccc(C2C(C#N)=C(N)Oc3n[nH]c(C)c32)cc1 (stereo not drawn),-3,-6,0,4,8,8,6,-15
COc1cc(N/N=C(\C)c2ccc(N)cc2)nc(-c2ccccc2)n1,1,-15,2,0,-82,-5,-3,7
O=C(CSc1nnc(-c2cccs2)n1C1CC1)NCC1CCCO1 (stereo not drawn),0,4,5,5,10,3,-2,14
CC(=O)c1ccc(NC(=O)CN2CCCC2)cc1,-1,0,-9,-12,24,-10,-8,-3
COc1cc(SC)ccc1C(=O)OCC(=O)NCC(C)C,0,7,3,9,6,1,-1,-8
COc1ccc(CNC(=O)CN(C(=O)CCC(=O)Nc2nccs2)c2ccc3c(c2)OCO3)cc1,1,-5,-2,12,13,5,-4,-3
O=S1(=O)c2cccc3cccc(c23)N1Cc1ccc(-c2nnco2)cc1,-4,-10,3,12,-477,-5,-7,2
COc1cccc(/C=C/C(=O)OCC(=O)Nc2cccc(S(=O)(=O)N3CCCCC3)c2)c1OC,2,-13,1,-3,-311,10,-13,12
CC(C)CC(=O)NC(=S)Nc1nc(-c2ccc(Cl)cc2)cs1,2,-12,7,11,-4,-2,-7,-16
C=CCOc1ccc(/C=N/NC(=O)CC(=O)NC2CCCCC2)cc1,4,1,-1,8,7,0,-5,-8
COc1cccc(/C=C/c2ccccn2)c1O,2,41,-3,0,-386,32,6,20
Cc1cc(NS(=O)(=O)Cc2ccccc2)no1,2,16,-6,0,0,4,6,-4
CC(C)C(=O)NC(Nc1ccccc1F)C(Cl)(Cl)Cl (stereo not drawn),2,-4,12,-2,15,7,0,7
CCN(CC)CCn1c(=O)n(-c2ccc(Cl)cc2)c(=O)c2c3c(sc21)CN(C)CC3,-97,-10,-1,-12,-191,5,3,33
CC(=O)NC(CCS(C)(=O)=O)C(=O)Nc1c(C)cccc1C (stereo not drawn),3,11,1,2,12,-1,1,-6
COc1ccc(-c2ccc(OC)cc2C(=O)O)cc1,1,-7,-1,-4,13,-1,3,-5
O=C(NCCC1=CCCCC1)C1CCC(=O)N(Cc2cccc(C(F)(F)F)c2)C1 (stereo not drawn),0,-4,0,17,-2,1,-1,8
CC[C@@H](C(=O)[C@@H](C)[C@@H](O)[C@H](C)[C@@H]1O[C@@H]([C@@H](CC)C(=O)O)CC[C@@H]1C)[C@H]1O[C@]2(C=C[C@@H](O)[C@]3(CC[C@@](C)([C@H]4CC[C@](O)(CC)[C@H](C)O4)O3)O2)[C@H](C)C[C@@H]1C,1,.,-4,.,0,.,.,-18
COc1ccc2nc(NC(=O)NC3CCCCC3)sc2c1,1,0,-9,-5,-2,-6,-10,-1
